OX1R antagonist: OX1R (HCRTR1) antagonists, primary screen, fluorescence, CHO/OX1R cells, Fluo-8 calcium, orexin A. Fluo-8 calcium fluorescence. Orexin/Hypocretin receptor type 1 (Homo sapiens), O43613. 0.43% of 330,000 active. AID 434989, 2010. inhibition, % at 5 µM;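 active = inhibition above its plate's threshold, mean inhibition of all tested compounds on the plate plus 3 SD, cut at about 37% in these data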;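 also: 0% = orexin A challenge wells and 100% = SB-334867-A antagonist wells; not every result past the cut was called active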
Target sequence (O43613 whole entry, looked up): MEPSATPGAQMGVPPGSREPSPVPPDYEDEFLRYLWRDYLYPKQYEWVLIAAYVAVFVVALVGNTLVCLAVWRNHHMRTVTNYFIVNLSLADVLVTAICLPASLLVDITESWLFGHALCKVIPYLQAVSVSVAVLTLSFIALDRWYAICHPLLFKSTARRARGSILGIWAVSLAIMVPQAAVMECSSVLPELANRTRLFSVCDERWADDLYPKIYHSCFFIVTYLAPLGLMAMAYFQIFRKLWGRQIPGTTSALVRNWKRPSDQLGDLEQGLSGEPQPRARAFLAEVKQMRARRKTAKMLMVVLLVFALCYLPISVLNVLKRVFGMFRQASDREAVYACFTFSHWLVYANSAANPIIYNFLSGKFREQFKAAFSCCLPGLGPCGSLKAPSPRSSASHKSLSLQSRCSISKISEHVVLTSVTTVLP
CHT allo act: CHT positive allosteric modulators, primary screen, cell-based, membrane potential dye, choline EC20; High affinity choline transporter 1 (Homo sapiens), Q9GZV3; CHT-expressing cells; stronger effect = higher value; LV-AA mutant CHT in HEK293 cells; B-score at 10 µM; 0.49% of 310,000 active;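 active = initial fluorescence not abnormally high and integrated response B-score, plate-corrected, over 3 SD above library mean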
Target sequence (Q9GZV3 whole entry, looked up): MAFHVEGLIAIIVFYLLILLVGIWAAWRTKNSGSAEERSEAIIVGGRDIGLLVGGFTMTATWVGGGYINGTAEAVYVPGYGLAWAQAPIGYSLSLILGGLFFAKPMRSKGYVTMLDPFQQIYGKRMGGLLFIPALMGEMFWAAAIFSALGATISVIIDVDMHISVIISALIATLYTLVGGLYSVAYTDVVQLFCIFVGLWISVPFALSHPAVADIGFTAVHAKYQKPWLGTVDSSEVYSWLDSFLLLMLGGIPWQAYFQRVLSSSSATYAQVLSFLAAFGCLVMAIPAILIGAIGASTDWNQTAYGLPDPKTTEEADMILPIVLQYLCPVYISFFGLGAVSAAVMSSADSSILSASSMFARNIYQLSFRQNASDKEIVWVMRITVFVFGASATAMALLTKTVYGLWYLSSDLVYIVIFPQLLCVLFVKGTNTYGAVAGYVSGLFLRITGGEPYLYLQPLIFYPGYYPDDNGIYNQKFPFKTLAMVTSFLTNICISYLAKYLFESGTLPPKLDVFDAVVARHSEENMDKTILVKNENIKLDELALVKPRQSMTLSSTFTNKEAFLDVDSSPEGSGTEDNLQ
* hit, by the source's call; i = inactive; / = not tested or not shown.

SMILES	OX1R antagonist	CHT allo act
O=C(c1ccc(Cl)c([N+](=O)[O-])c1)N(Cc1ccco1)C1CCS(=O)(=O)C1 (configuration not stated)	-15	i
CCOc1ccccc1-n1c(COc2ccccc2)nnc1SCC(N)=O	-21	i
CC1=C(C(=O)OCc2ccccc2)C(c2cccc(Br)c2)NC(=O)N1 (configuration not stated)	-25	i
Cc1csc(N(C)C(=O)CSc2nnc(COc3cccc4ccccc34)o2)n1	-23	i
Cc1ccc(NS(=O)(=O)c2cccc(C(=O)NCC(c3cccs3)N3CCOCC3)c2)cc1 (configuration not stated)	-11	/
O=C(Nc1ccsc1C(=O)O)c1ccccc1Cl	-13	i
Cc1c(C(=S)NC(=O)C2CC2)c(=O)n(-c2ccccc2)n1C	-6	i
NC(=O)c1ccc(NC(=O)CCC(=O)c2cccs2)cc1	18	i
NC(=O)c1nnn(-c2ccc([N+](=O)[O-])cc2)c1-c1ccccc1	-13	i
COC(=O)c1sc2nc3c(cc2c1N)C(=O)CC(C)(C)C3	-8	i
CCn1c(SCC(=O)Nc2ccc(OC)cc2)nc2c1c(=O)n(C)c(=O)n2C	-10	i
CCSC(=O)CCCCCCCCCCCO	-6	i
N#Cc1c(C(F)(F)F)cc(-c2ccc(Cl)c(Cl)c2)nc1SCCN1CCOCC1	-15	i
CC1(C)CC(=O)C(CC2=C(O)CC(C)(C)CC2=O)=C(O)C1	-8	i
CN(C)/C=C(\C(=O)c1ccc(Cl)cc1)c1nnnn1-c1ccc(Cl)cc1	-20	i
CCCn1c(=N)n(CC(O)c2ccco2)c2ccccc21 (configuration not stated)	-23	i
O=C(c1cc(S(=O)(=O)N2CCCCC2)ccc1F)N1CCCCC1	-20	i
CCN(CC(N)=O)S(=O)(=O)c1ccc(F)cc1	-5	i
COc1ccc(C(c2nnnn2C2CCCC2)N2CCN(c3ccccc3)CC2)cc1 (configuration not stated)	-24	i
Cc1cccc(N2CCN(C(=O)CC(NC(=O)c3ccccc3Cl)c3ccccc3)CC2)c1C (configuration not stated)	-19	i
COc1cc(/C=N/NC(=O)c2cccc(S(=O)(=O)N3CCCC3)c2)ccc1O	-17	i
COc1ccccc1N1CC(C(=O)Nc2ccc(S(=O)(=O)N3CCCC3)cc2)CC1=O (configuration not stated)	-1	/
O=C(NCC(=O)N(c1ccc(Cl)cc1)C(C(=O)NC1CCCC1)c1ccncc1)c1ccco1 (configuration not stated)	-12	i
CN(C)S(=O)(=O)c1ccc(C(=O)Nc2ccccc2OC(F)(F)C(F)F)cc1	-7	i
COc1cc(C2C(C#N)=C(N)N(N(C)C)C3=C2C(=O)CC(C)(C)C3)cc(OC)c1OC (configuration not stated)	-20	i
NCCOc1ccccc1OCCN	-6	i
O=C(NCCCc1ccccc1)C(=O)NCC1OCCN1S(=O)(=O)c1ccc(F)cc1 (configuration not stated)	-25	i
COC(=O)c1cn(C(=O)c2ccc(C)c(C)c2)c2ccccc12	-13	i
COC(=O)C(Cc1ccccc1)NC(=O)c1cc(=O)[nH]c2ccccc12 (configuration not stated)	-15	i
CCOC(=O)C1CCN(C(=O)c2cccc(S(=O)(=O)N3c4ccccc4CC3C)c2)CC1 (configuration not stated)	-12	/
COc1cc(C2NC(=O)CCC2[N+](=O)[O-])cc(OC)c1OC (configuration not stated)	-16	i
CCCn1c(SCC(=O)Nc2ccc(Cl)cc2)n[nH]c1=O	-11	i
COc1ccc([C@H]2CC(=O)C=C(c3cccc(CO)c3)C2)cc1	14	/
N#CC1(C#N)C(c2ccccc2)OC23CCCCCC2C1(C#N)C(=N)O3 (configuration not stated)	-8	i
O=C(NC1CCCc2ccccc21)c1cc(F)cc(F)c1 (configuration not stated)	-29	i
Cc1ccc(C)c(C(=O)CN2C(=O)NC3(CCC(C)CC3)C2=O)c1 (configuration not stated)	-47	i
CN1CCN(S(=O)(=O)c2ccc(NC(=O)c3ccc(Br)s3)cc2)CC1	-10	i
N=c1c(C(=O)NCc2ccco2)cc2c(=O)n3ccccc3nc2n1CCc1ccccc1	-32	i
Cc1ccc(-c2c(C)n([O-])c3c([n+]2=O)CCCC3)cc1	-5	i
CCc1nnc(NC(=O)c2ccc(OC)cc2OC)s1	-14	i
O=C1Nc2ccc([N+](=O)[O-])cc2OC1CCN1CCN(Cc2ccc3c(c2)OCO3)CC1 (configuration not stated)	-1	i
CC(C)OCCCNC(=S)Nc1ccc2nc3n(c(=O)c2c1)CCCCC3	-22	i
CCOC(=O)c1cnc2c(Cl)cc(Cl)cc2c1NCCOCCO	-21	i
CCOC(=O)C(=CNc1ccc2c(c1)nnn2-c1ccc(Cl)cc1)C(=O)OCC	-18	i
CC(=O)C[C@@H](O)CC(=O)[C@@H]1OC(=O)[C@H](C)C/C=C\Cc2ccccc21	-4	/
CC(C)C[C@H](NC(=O)OC(C)(C)C)c1nnc(SCc2ccccc2)o1	-27	i
O=Cc1ccc(-n2cccn2)cc1	8	i
O=C(CN(c1ccccc1)S(=O)(=O)c1ccccc1)Nc1ccc(F)cc1	-15	i
COc1ccc(NC(=O)COc2coc(CN3CCN(c4ccccc4)CC3)cc2=O)cc1	-23	i
COc1ccccc1NS(=O)(=O)c1ccc(NC(C)=O)cc1	-5	i
CCN1C(=O)Cc2cc(S(=O)(=O)NCCc3ccccc3)ccc21	-12	i
CC(=O)[C@@]1(O)CC[C@H]2[C@@H]3C[C@H](C)C4=CC(=O)C=C[C@]4(C)[C@@]3(F)[C@@H](O)C[C@@]21C	4	i
Cc1ccc(S(=O)(=O)NC(=O)Nc2ccc(C)cc2C)cc1	/	i
Cc1cccc(N2CCN(C(=O)c3cc4c(=O)n(C)c5ccccc5c4n3C)CC2)c1C	-10	i
O=C(Nc1ccccc1)N1CCCN(Cc2c(F)cccc2Cl)CC1	-9	i
CCC1(CC)NC(=O)N(CC(=O)OCc2nc3cc(C(=O)OC)ccc3c(=O)[nH]2)C1=O	-17	/

The listing continues:
SMILES	OX1R antagonist	CHT allo act
Cc1nc(C)c(C(=O)N/N=C/c2c[nH]c3ccccc23)s1	-14	i
O=c1[nH]ncc(NCc2ccc(Cl)cc2)c1Cl	-8	i
O=C(CN1CCN(S(=O)(=O)c2ccc(Br)cc2)CC1)N/N=C/c1cccnc1	-14	i
CCOc1ccc(Br)cc1S(=O)(=O)N1CCCC1	-12	i
O=C(O)COc1ccc(/C=N/n2c(COc3ccccc3)nc3ccccc3c2=O)cc1	-5	i
COc1ccc(CN2CCCC(C(=O)c3ccc(SC)cc3)C2)cc1Cn1cccn1 (configuration not stated)	-30	i
O=C(CN1C(=O)S/C(=C\C=C\c2ccccc2)C1=O)NC1CCS(=O)(=O)C1 (configuration not stated)	10	i
O=C(CCNC(=O)c1ccccc1)OCN1C(=O)c2ccccc2C1=O	-14	i
O=C(CN1CCN(C2CCCCC2)CC1)c1ccc2cc[nH]c2c1	-23	i
CC(=O)Nc1ccc(-c2csc(NC(=O)Cc3cccc(F)c3)n2)cc1	-15	i
O=C(CNS(=O)(=O)c1cccs1)Nc1ccc2c(c1)OCCO2	-18	i
CCC(C)(C)n1nnnc1C(c1ccccc1)N1CCc2ccccc2C1 (configuration not stated)	-18	6.3*
CCCCOC(=O)n1c(SCC(=O)N(CC)CC)nc2ccccc21	13	i
CCN1C(=O)[C@@H]2[C@@H](c3ccc(-c4ccc(Cl)c(Cl)c4)c(OC)c3)N3CCCC[C@@]3(C(=O)OC)[C@@H]2C1=O	-27	i
CCN(CC)S(=O)(=O)c1ccc2oc(C(=O)NCc3ccc(C)cc3)c(C)c2c1	19	i
CSc1ccc(CN2C(=O)NC3(CCCCCC3)C2=O)cc1	-19	i
Cc1[nH]c2ccccc2c1/C=N/Nc1ccc([N+](=O)[O-])cc1	53*	i
COC(=O)[C@H](CC(C)C)NC(=O)Cn1cnc(C(=O)Nc2ccc(C)c(C)c2)n1	-12	/
NCCCCNCCCN	10	i
N/C(=N\OC(=O)CCC(=O)O)c1ncc(C(F)(F)F)cc1Cl	-10	i
O=C(OC1CCCCC1=O)c1cc(=O)c2ccccc2o1 (configuration not stated)	1	i
CCCNS(=O)(=O)c1ccc(N2CCCC2=O)c([N+](=O)[O-])c1	-2	i
O=C(Cc1ccc(Br)cc1)Nc1ccc2[nH]ncc2c1	-15	i
COc1ccccc1C(=O)NCCCNC(=O)c1cnccn1	-4	i

Complete entries, quoted from the list. Order of values: OX1R antagonist | CHT allo act
Listed for CCCNS(=O)(=O)c1ccc(N2CCCC2=O)c([N+](=O)[O-])c1 : -2 | i
Listed for O=C(OC1CCCCC1=O)c1cc(=O)c2ccccc2o1 (configuration not stated) : 1 | i
Listed for Cc1[nH]c2ccccc2c1/C=N/Nc1ccc([N+](=O)[O-])cc1 : 53* | i
Listed for COc1ccccc1C(=O)NCCCNC(=O)c1cnccn1 : -4 | i

More results.
SMILES	OX1R antagonist	CHT allo act
O=C(Cc1ccccn1)c1ccc(O)cc1O	0	i
CCOC(=O)c1cc(/C(C)=N/OC(=O)c2ccc(C(C)(C)C)cc2)on1	-3	i
C(=N\Nc1nc(N2CCCC2)nc(N2CCCC2)n1)/c1ccncc1	-28	i
O=C(CN1C(=O)C2CCCCC2C1=O)Nc1nccs1 (configuration not stated)	0	i
CC(C)OC(=O)c1nnc(Cc2ccc(F)cc2)o1	-8	i
Cc1ccc(-n2cc(-c3ccccc3)c3c(NN4CCOCC4)ncnc32)cc1	-35	i
COC(=O)C1(C(C[N+](=O)[O-])c2ccco2)C(=O)NCC1c1ccccc1 (configuration not stated)	-25	i
COc1ccccc1NC(=O)CN1CCCCC1	-16	i
NC(=S)N/N=C/c1cc([N+](=O)[O-])ccc1OCCOc1ccccc1	5	i
COc1cc2c(cc1OC)[C@H](C)N(C(=O)NCc1ccccc1)CC2	-11	i
Oc1c(C(c2ccccn2)N2CCC(Cc3ccccc3)CC2)cc(Cl)c2cccnc12 (configuration not stated)	-40	i
Clc1ccc(Cn2ncc3c(NCc4ccccc4)ncnc32)c(Cl)c1	-14	i
COc1ccc(N2CCOCC2)c(NC(=O)c2cc3ccccc3o2)c1	-45	i
Cc1ccc2nc(N3C(=O)C(O)=C(C(=O)c4ccco4)C3c3cccc(O)c3)sc2c1 (configuration not stated)	-1	i
COc1cc(NC(=S)N2CCN(C/C=C/c3ccccc3)CC2)cc(OC)c1	-16	i
C/C(=N\OCC(=O)OCC(=O)N(C)c1ccccc1)c1ccc2c(c1)OCO2	-16	/
O=C(NCC1CCCO1)c1ccc2c(c1)ncn2-c1cccc(F)c1 (configuration not stated)	-6	i
Cc1ccc(N(CC(=O)N2CCN(c3ccc(F)cc3)CC2)S(=O)(=O)c2c(C)noc2C)cc1	-19	i
COc1ccc(COc2ccsc2C(=O)Nc2ccc(Cl)cc2)cc1	-28	i
O=C1NC(Cc2ccc(O)cc2)c2nc3ccccc3c(=O)n2-c2ccccc21 (configuration not stated)	-20	/
Cc1ccc(S(=O)(=O)N2CCN(C)CC2)cc1C	-10	i
CC1Cc2ccccc2N1C(=O)COc1cccc(-n2cnnn2)c1 (configuration not stated)	-26	i
COc1ccccc1Nc1ncnc2ccc(C)cc12	-40	i
COc1c(Cl)cc(Cl)cc1CNCCO	-2	i
O=C1NC(c2ccccc2)(C(F)(F)F)SC2=NCCCN12 (configuration not stated)	-3	i
COC(=O)CCC(=O)NS(=O)(=O)c1ccc(N=NN2CCOCC2)cc1	-8	i
Cc1nn(CCC#N)c(N)c1C1(O)C(=O)Nc2c(Cl)cc(Cl)cc21 (configuration not stated)	-16	i
COc1cccc(C=Nc2ccccc2C(=O)Nc2nccs2)c1OC	-12	i
O=C(Nc1cccc(OCC(=O)N2CCOCC2)c1)c1ccc(C(F)(F)F)cc1	-23	i
O=C(c1nc2ncccn2n1)N1CCN(c2ccccc2)CC1	2	i
CCCC(C(=O)NC(C)(C)CC)N(CC1CCCO1)C(=O)CNS(=O)(=O)c1ccc(F)cc1 (configuration not stated)	-9	i
COc1cc2c(cc1OC)CN(CC(=O)Nc1ccc(C)c(C)c1)CC2	-23	i
COc1ccc(CCNC(=O)CCCn2c(=O)c3cccn3c3cccnc32)c(OC)c1	-41	i
COc1cc(CN2CCCC(C)C2)cc([N+](=O)[O-])c1O (configuration not stated)	15	i
CC1CCN(c2nc(N(C)c3ccccc3)nc(N)c2[N+](=O)[O-])CC1	-40	i
CCOc1ccc(-c2cn(-c3cccc(SC)c3)c(=O)[nH]2)cc1	-13	i
Cn1nnnc1Sc1c(Cl)cccc1[N+](=O)[O-]	-1	i
CCSc1nnc(-c2cccc(S(=O)(=O)N(C)C)c2)n1-c1cc(OC)ccc1OC	-33	i
COCCCNc1nc2nonc2nc1N(C)CC1CCCN1C (configuration not stated)	-1	i

Random excerpt: 6 entries already listed, in no set order.
SMILES	OX1R antagonist	CHT allo act
CCSc1nnc(-c2cccc(S(=O)(=O)N(C)C)c2)n1-c1cc(OC)ccc1OC	-33	i
CCOc1ccc(-c2cn(-c3cccc(SC)c3)c(=O)[nH]2)cc1	-13	i
Cn1nnnc1Sc1c(Cl)cccc1[N+](=O)[O-]	-1	i
COc1cc(CN2CCCC(C)C2)cc([N+](=O)[O-])c1O (configuration not stated)	15	i
CC1CCN(c2nc(N(C)c3ccccc3)nc(N)c2[N+](=O)[O-])CC1	-40	i
COc1ccc(CCNC(=O)CCCn2c(=O)c3cccn3c3cccnc32)c(OC)c1	-41	i
